Source: PubChem
MBD2 DNA inh: blocks human MBD2 binding to methylated DNA | Q9UBB5 | TR-FRET, MBD2 binding to methylated oligonucleotide | 370,000 tested, 0.31% active | inhibition, % at 4.4 µM; in the data active means inhibition above about 13%
Target sequence (Q9UBB5 whole entry, looked up): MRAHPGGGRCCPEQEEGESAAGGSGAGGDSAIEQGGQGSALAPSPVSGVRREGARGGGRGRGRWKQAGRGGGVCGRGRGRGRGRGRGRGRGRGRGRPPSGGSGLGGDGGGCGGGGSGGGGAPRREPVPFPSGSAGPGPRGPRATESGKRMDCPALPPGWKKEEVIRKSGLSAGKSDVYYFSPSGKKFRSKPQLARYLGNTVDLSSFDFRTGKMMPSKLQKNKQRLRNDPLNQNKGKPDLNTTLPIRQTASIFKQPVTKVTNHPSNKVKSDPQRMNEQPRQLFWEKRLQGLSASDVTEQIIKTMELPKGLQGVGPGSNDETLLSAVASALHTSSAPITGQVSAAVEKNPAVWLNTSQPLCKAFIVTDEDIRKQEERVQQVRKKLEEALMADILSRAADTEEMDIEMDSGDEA
PLC-beta3 inh: blocks human PLC-beta3 enzyme activity. Q01970. Purified PLC-beta3, fluorogenic substrate, fluorescence. inhibition, % at 12.2 µM. 370,000 tested, 0.18% active. AID 720704; in the data active means inhibition above about 11%;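 further: 0% = median of compound wells on plate and 100% = full blocker control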
DAX1 inh-1: inhibitors of human orphan nuclear receptor DAX1 (NR0B1). inhibition, % at 6.75 µM. 340,000 tested, 0.99% active. AID 504766. P51843. HEK293 Gal4-DAX1 luciferase reporter, luminescence;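 active means inhibition above the mean over all tested compounds plus 3 SD, cut at about 4.2% in these data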;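 further: 0% = DAX1-transfected cells with DMSO and 100% = empty-vector control cells with DMSO; inhibition shows as a rise in luminescence from relieved DAX1 repression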
Target sequence (P51843 207-470 limits assumed): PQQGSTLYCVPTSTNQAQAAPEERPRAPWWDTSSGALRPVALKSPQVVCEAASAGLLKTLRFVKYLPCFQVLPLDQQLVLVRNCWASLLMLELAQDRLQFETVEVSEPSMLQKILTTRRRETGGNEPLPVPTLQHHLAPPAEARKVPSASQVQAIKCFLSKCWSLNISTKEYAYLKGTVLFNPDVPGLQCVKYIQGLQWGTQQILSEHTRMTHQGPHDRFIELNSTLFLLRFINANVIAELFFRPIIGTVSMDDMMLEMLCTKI
ssDAF12 agonist: activators of S. stercoralis DAF-12 nuclear receptor; HEK293 ssDAF-12/GRIP1 lit1-tk-luc reporter, luminescence; % of 3 µM dafachronic acid response; activation, % at 6.8 µM; 370,000 tested, 1% active; AID 652126;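 active means activation above the mean over all tested compounds plus 3 SD, cut at about 0.9% in these data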;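 further: 0% = DMSO-only wells and 100% = 3 µM delta7-dafachronic acid wells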
DAX1 inh-2: blocks DAX1 repression of SF-1 activated StAR promoter; HEK293T StAR-luciferase reporter, SF-1/DAX-1 repression relief; inhibition, % at 6.8 µM; 370,000 tested, 1.1% active; AID 652010;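 active means inhibition above the mean over all tested compounds plus 3 SD, cut at about 3.6% in these data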;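 further: 0% = DAX-1 cells with DMSO and 100% = cells lacking DAX-1 with DMSO; higher inhibition means more luminescence from relief of DAX-1 repression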
ADAM17 inh: ADAM17 inhibition, QFRET primary screen; P78536; inhibition, % at 6.95 µM; 370,000 tested, 0.83% active; recombinant ADAM17, EDANS/DABCYL FRET peptide cleavage; AID 720648;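 active means inhibition above the mean of compounds lying between control limits plus 3 SD, set per campaign, cut at about 8.5% in these data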;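 further: 0% = DMSO-only wells as the low control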
PLCg1 inh: blocks human PLC-gamma1 enzyme activity; purified PLC-gamma1, fluorogenic substrate, fluorescence; inhibition, % at 12.2 µM; 370,000 tested, 0.84% active; AID 720700; in the data active means inhibition above about 9.5%
hcDAF12 agonist: activators of H. contortus DAF-12 nuclear receptor. HEK293 hcDAF-12 lit1-tk-luc reporter, luminescence; 0% DMSO, 100% Δ7-dafachronic acid. activation, % at 6.8 µM. 370,000 tested, 1.4% active. AID 652067;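 active means activation above the mean of all tested compounds plus 3 SD, cut at about 5.5% in these data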;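 further: 100% = response to 3 µM Δ7-dafachronic acid high control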
hgDAF12 agonist: activates the H. glycines DAF-12 receptor ligand-binding domain | activation, % at 6.8 µM | 370,000 tested, 1.8% active | HEK293 GAL4-hgDAF12 UAS-luciferase reporter, agonist luminescence; normalized to butyrate control;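 active means activation above a cutoff set at the mean of all screened compounds plus 3 SD, cut at about 10% in these data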;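 further: 0% = DMSO wells and 100% = sodium butyrate wells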
SMARCA2 act: activators of SMARCA2 function | MG213 cells, MMTV-luciferase reporter, dexamethasone, overnight | activation, % at 9.1 µM | 370,000 tested, 1% active; in the data active means activation above about 7.8%;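 further: 0% = vehicle wells and 100% = reference activator wells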
NR1D1 modulator: modulators of human Rev-erb alpha DNA binding; P20393; Rev-erbα–FITC-DNA binding, fluorescence polarization, 90 min; activity, % at 10 µM; 370,000 tested, 0.79% active; AID 1259318;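 active means activity above about 14%, limit read from the data; passing the limit was not always enough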;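 further: 0% = DMSO wells with 35 nM protein and 100% = DMSO wells with 750 nM protein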
Starred values were filed as active, the others as inactive; · = no result given; & = joins results of further samples.

item | SMILES | MBD2 DNA inh | PLC-beta3 inh | DAX1 inh-1 | ssDAF12 agonist | DAX1 inh-2 | ADAM17 inh | PLCg1 inh | hcDAF12 agonist | hgDAF12 agonist | SMARCA2 act | NR1D1 modulator
1 | CCCN(CCC)CCNC(=O)Cn1cnc2sc(C)c(S(=O)(=O)N3CCOCC3)c2c1=O | 2 | -3 | 1.6 | -0.9 | 0.2 | -8 | -1 | -1.6 | 0.7 | -3 | 1
2 | Cc1ccc(S(=O)(=O)N2CCC3(CC2)OCCO3)c(C)c1 | -1 | -3 | 0.0 | -1.1 | 0.6 | 0 | -2 | 1.8 | 1.3 | 2 | 3
3 | CC(C)C[C@@H](CNCC(=O)[C@H](CC(C)C)NC(=O)c1[nH]cnc1C(=O)N[C@@H](C)CN)NC(=O)c1nc[nH]c1C(=O)N[C@@H](CC(=O)O)C(=O)O | -6 | 5 | -0.2 | -1.5 | 1.7 | -4 | 0 | -0.1 | -0.5 | 2 | 0
4 | COc1cc(/C=N/NC(=O)c2ccc(NS(=O)(=O)c3cccs3)cc2)cc(OC)c1O | 0 | -42 | 0.1 | -1.2 | -0.5 | 0 | -32 | 0.9 | 1.6 | 1 | 4
5 | COc1ccccc1CNC(=O)CN1C(=O)NC2(CCCCCC2)C1=O | -2 | 2 | -0.1 | -1.2 | -0.4 | -7 | -1 | 0.8 | -0.9 | 0 | 2
6 | CCOC(=O)c1c(C)[nH]c(C)c1S(=O)(=O)NCCc1sccc1C | 2 | -4 | 0.7 | -1.3 | 2.1 | 9.0* | 9.9* | -1.2 | 1.9 | -3 | 1
7 | C#CCOCCOCCOCCNc1nc(N2CCN(C(=O)[C@H](CCC(=O)O)n3cc(C(N)Cc4ccc(O)cc4)nn3)CC2)nc(N2CCN(C(=O)[C@H](CCC(=O)O)n3cc(C(N)Cc4ccc(O)cc4)nn3)CC2)n1 (stereo not given in full) | 0 | 2 | · | -0.6 | 0.4 | 1 | 4 | -1.2 | 2.9 | -1 | -7
8 | CCN(CC)CCCN=Cc1c(O)n(-c2ccc(C)cc2)c(=O)c2ccccc12 | 4 | -177 | 1.2 | -1.0 | 0.5 | -62 | -165 | -0.6 | -1.8 | -2 | 4
9 | NC(=O)CNC(=O)C1CCCc2c1[nH]c1ccc(Cl)cc21 (stereo not given) | 1 | -15 | 0.1 | -0.7 | -0.5 | -1 | -12 | -1.2 | 0.1 | -3 | 1
10 | Cc1ccccc1C(C(=O)NC1CCCC1)N(C(=O)Cc1cccs1)c1ccc2c(c1)OCCO2 (stereo not given) | 3 | -1 | -0.5 | -0.7 | -0.6 | -3 | 3 | -1.0 | -1.1 | -2 | 1
11 | CCCCS(=O)(=O)C1CCS(=O)(=O)C1 (stereo not given) | 2 | 0 | 1.2 | -1.2 | 0.1 | -5 | -3 | 2.2 | -2.1 | -3 | 3
12 | Cc1ccc(N(C(=O)c2csnn2)C(C(=O)NC2CCCCC2)c2cccnc2)cc1 (stereo not given) | -1 | 0 | 0.5 | -1.2 | 0.5 | -3 | 3 | -0.3 | 4.2 | 9.6* | 0
13 | COCCN1CCn2c(nc3cc(NC(=O)c4ccc(OC)cc4)ccc32)C1 | 7 | -264 | -1.6 | -0.8 | -0.2 | -103 | -207 | -1.7 | 0.3 | 0 | 0
14 | COC(=O)[C@]12C[C@H](CC(=O)NCc3ccc(OC)c(OC)c3)C(=O)N(CCc3ccc(OC)c(OC)c3)C1=C[C@H](COCc1ccccc1)O[C@@H]2C | -7 | 1 | · | -1.4 | -0.4 | -4 | -1 | -4.4 | -2.2 | -2 | 5
15 | Cc1ccc(CNC(=O)C2CCCN(S(=O)(=O)c3c(C)noc3C)C2)cc1 (stereo not given) | -4 | 3 | -0.5 | -1.1 | 0.1 | -1 | 7 | -1.2 | 2.1 | -1 | -2
16 | O=C1CC(N2CCN(c3ccc(Cl)cc3)CC2)C(=O)N1c1ccccc1 (stereo not given) | 7 | -5 | 0.1 | -1.2 | 0.0 | -9 | -4 | -1.1 | 1.9 | -2 | -7
17 | CCn1c(Cc2cccs2)nnc1SCC(=O)Nc1ccc(OCc2ccccc2)cc1 | -6 | -1 | · | -1.8 | -2.4 | 5 | 1 | -0.8 | 7.2 | -3 | 4
18 | CCc1ccc(NC(=O)C2=CC=CN3CCS(=O)(=O)N=C23)cc1 | -4 | -3 | 1.6 | 0.1 | 1.1 | -1 | -4 | -0.2 | -0.5 | -2 | -3
19 | Cc1ccc(CN2C(=O)CCC2C(=O)NC2CCCC2)cc1 (stereo not given) | 3 | 7 | 0.4 | -0.9 | 0.9 | 5 | 4 | -1.8 | 0.0 | -1 | 6
20 | Cc1cc(C)nc(SCCS(=O)(=O)Cc2ccc(Cl)cc2)n1 | 0 | -1 | 1.7 | -1.1 | 0.0 | -1 | 2 | -1.1 | -0.2 | 1 | 2
21 | CN1CCN(S(=O)(=O)c2cccs2)CC1 | 1 | -2 | 0.1 | -0.7 | 1.4 | -7 | -2 | -0.1 | -2.9 | 2 | -2
22 | c1ccc2c(c1)[nH]c1c3ccccc3sc21 | 0 | -7 | -0.4 | -1.0 | -0.9 | 5 | 2 | -1.8 | 0.7 | -3 | 0
23 | CCCC(=O)N1CCCC1(C)C(=O)Nc1cc(C)ccc1C (stereo not given) | 0 | 3 | · | -1.2 | -0.8 | -6 | 2 | 0.4 | 3.1 | 3 | 3
24 | Cc1ccc(-n2ncc(C(=O)Nc3cc(Cl)ccc3Cl)c2C2CCNCC2)cc1 | 2 | -2 | 1.1 | -2.0 | 0.4 | -4 | -1 | -1.2 | 1.6 | 1 | 10
25 | C/C(=N\NC(=O)Nc1ccccc1)c1ccccc1 | -1 | 0 | -0.3 | -0.3 | 0.7 | 0 | 1 | 0.5 | 0.6 | 1 | -1
26 | CSc1ccc(CN(C)CC(=O)NC(=O)NCCC2=CCCCC2)cc1 | -6 | -9 | 0.8 | -1.5 | -0.3 | 1 | 0 | 1.9 | -0.6 | 0 | -2
27 | Cc1ccc(CN2C(=O)C(CC(C)C)Nc3ncnc(N4CCOCC4)c32)cc1 (stereo not given) | -4&-8 | -3&3 | -0.3 | -1.0&-0.7 | 0.2&-0.3 | -2&3 | -3&4 | -1.8&0.1 | -1.4&-2.5 | 0&3 | -1&1
28 | COc1ccc([C@H]2C(C#N)=C([S-])N[C@](C)(O)[C@@H]2[n+]2ccccc2)cc1 | 2 | -77 | · | -1.1 | 0.2 | -13 | -48 | 1.7 | -1.6 | -1 | -7
29 | COc1ccc(NC(=O)CC2C(=O)N(Cc3ccco3)C(=S)N2C(C)C)cc1 (stereo not given) | 0 | -9 | -0.4 | -1.2 | -0.1 | -1 | 0 | -1.3 | 1.0 | -1 | 3
30 | CCC1Nc2ncnc(N3CCc4ccccc4C3)c2N(Cc2ccc(Cl)cc2)C1=O (stereo not given) | -1 | -27 | -0.5 | -0.6 | -0.4 | -1 | -18 | -1.8 | 1.2 | 1 | -2
31 | O=C(NCC1CCCO1)c1cc(S(=O)(=O)N2CCOCC2)c(Cl)cc1Cl (stereo not given) | 2 | -4 | -0.1 | 0.2 | -0.8 | -3 | 4 | 0.2 | 3.9 | -1 | -3
32 | CC(C)CC(C)NC(=O)c1ccc(C(F)(F)F)cc1 (stereo not given) | 0 | -3 | 4.7* | -0.7 | -0.3 | -1 | -2 | -3.1 | -0.3 | -2 | 4
33 | O=C(CCNS(=O)(=O)c1ccc(Br)cc1)N1CCN(c2ccccc2O)CC1 | 7 | -7 | 1.0 | -0.7 | 0.5 | -2 | 3 | -2.6 | -1.8 | -2 | 3
34 | CCN(C(=O)CSc1nnc(-c2ccncc2)n1-c1ccccc1)C1CCS(=O)(=O)C1 (stereo not given) | 3 | -14 | 2.5 | -1.8 | -0.3 | -6 | -7 | -0.8 | -0.2 | 0 | -3
35 | O=c1c2ccccc2nnn1Cc1nnc(-c2ccccc2Br)o1 | -6 | -2 | 1.8 | -0.2 | 0.8 | -4 | -1 | -0.2 | 2.5 | -1 | -4
36 | CCCC12CN3CC(C)(CN(C1)C3c1ccc([N+](=O)[O-])o1)C2=O (stereo not given) | -4 | -1 | -0.5 | -1.0 | 0.4 | -1 | 5 | -0.9 | -1.6 | -3 | -5
37 | COC(=O)c1ccc(CN(C(C)=O)c2ccccc2)o1 | 2 | -1 | -0.2 | -0.9 | 0.7 | -3 | 2 | -1.2 | -1.4 | -2 | -1
38 | CSCCC(=O)Nc1cc(S(=O)(=O)N2CCOCC2)ccc1N1CCN(C)CC1 | -2 | 4 | -0.8 | -1.0 | 0.3 | 3 | 6 | 1.4 | -0.4 | 0 | 2
39 | O=C(COc1cc([N+](=O)[O-])cc2cccnc12)NCCC1=CCCCC1 | -4 | -9 | 0.8 | -1.5 | -0.8 | -3 | 0 | -1.6 | -2.1 | -3 | 3
40 | CCN(C(=O)COC(=O)c1cc2c(s1)CCC(C)C2)c1c(N)n(Cc2ccccc2)c(=O)[nH]c1=O (stereo not given) | -7 | -15 | 0.5 | -1.5 | -0.7 | -8 | -3 | -0.8 | -0.7 | -3 | -5
